# Myeloid diff MLP – promotes myeloid progenitor differentiation; 360,000 tested, 1% active; calls only at 10 µM; ER-HoxA9 myeloid progenitors, lysozyme-GFP differentiation, flow cytometry;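 active = normalized GFP-positive differentiation at or above the plate's own cutoff, the solvent-only control mean plus 3 SD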;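 note: cells exposed to compound for four days before flow analysis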
# UTI89 phage lysis – inhibition of K1F phage lysis, E. coli UTI89, bacterial capsule biogenesis inhibitors, alamar blue (AID 488966). 340,000 tested, 0.02% active. inhibition, % at 100 µM; hits with a dose series show IC50 in µM. E. coli UTI89 K1F phage lysis, alamar blue, 2 h; higher % means a stronger effect;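 active = phage lysis inhibition, versus mean bacterial control, above a set limit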;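 note: capsule biogenesis inhibitors block K1F phage lysis so surviving cells raise fluorescence; higher fluorescence means more inhibition of phage lysis; actives were called in the ten point dose series up to 300 µM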
# Hep lipid drop – hepatic lipid droplet formation modulation; inhibition, % at 6.5 µM; 240,000 tested, 0.4% active; AML12 mouse hepatocytes, oleate lipid droplets, BODIPY imaging; AID 1656;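 active = lipid droplet intensity inhibited by at least 50%, with more than 500 cells counted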
#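 Material: mouse AML12 hepatocyte cell line, fixed after treatment; Timing: compound with oleate, overnight; Technique: high-content imaging of BODIPY-stained droplets and DAPI nuclei; Probe or stimulus: oleate, 100 µM final; Dosing: compound at 6.5 µM only.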
# Hep lipid drop cells 6.5 µM – also measured in Hep lipid drop; calls as there; cell count; measured here: cell count, cytotoxicity flag;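 cells counted across two imaged fields per well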
# Myeloid diff MLP GFP+ MAC1+ % – further read-out of Myeloid diff MLP, marked with its call; GFP+ MAC1+ double positive, %; measured here: differentiation confirmed by MAC1 staining
# * hit, by the source's call; i = inactive; + = active, no number; [ ] = another dose, or the depositor's remark. Some of the compounds tested. The share of hits here may be higher or lower than overall.
[1] Cc1nc2ccccn2c1CN(C)C(=O)C1CCC(=O)N(Cc2cccc(F)c2)C1 (stereo unspecified)
[2] CCc1ccc(NC(=O)CCCNC(=O)Cn2cnc3sc(C)c(C)c3c2=O)cc1
[3] Cc1cc(C)c(C(=O)C(C)OC(=O)c2ccccn2)cc1C (stereo unspecified)
[4] CCc1nc2c(c(=O)[nH]1)C(CC)(CC)Cc1ccccc1-2
[5] CCc1noc(C)c1C(=O)N1CCSC1=Nc1cccc(Cl)c1C
[6] CCOC(=O)c1cccc(NC(=O)C2CCN(c3ncnc4c3nc3n4CCCCC3)CC2)c1
[7] CCOc1cccc(C2/C(=C(/O)c3ccc4c(c3)CC(C)O4)C(=O)C(=O)N2Cc2cccnc2)c1 (stereo unspecified)
[8] CN(C(=O)c1ccccc1)C1c2c(ccc3ccccc23)OCC1CO (stereo unspecified)
[9] O=C(CCn1c(=O)c2cccn2c2ccc(F)cc21)NCc1cccc(F)c1
[10] O=C(COc1ccc2ccccc2c1)Nc1ccc(Br)cc1C(=O)O

Compound	1	2	3	4	5	6	7	8	9	10
Myeloid diff MLP GFP+ MAC1+ %	7.2	1.4	2.5	0.9	0.6	1.7	0.8	0.4	0.5	0.6
Hep lipid drop	2	16	0	-8	-21	0	-2	-12	0	-3
Hep lipid drop cells 6.5 µM	684	821	903	832	821	742	705	800	690	842
Myeloid diff MLP	i	i	i	i	i	i	i	i	i	i
UTI89 phage lysis	0.4%	0.0%	0.0%	0.2%	-0.2%	0.3%	0.7%	0.2%	0.3%	-1.2%[50 µM]

[11] OCCN1CCN(Cc2ccc3ccccc3c2)CC1
[12] CC(C)(C)OC(=O)NCCCC[C@H](NC(=O)[C@H](Cc1c[nH]c2ccccc12)NC(=O)OCc1ccccc1)C(=O)O
[13] CCn1cc(CCCC(=O)NCc2ccc(OC)cc2)c2ccccc21
[14] C[C@@]12C(=O)N(c3cccc(F)c3)C(=O)N1[C@H](c1ccc(F)cc1)[C@@H]1C(=O)N(C3CCCCC3)C(=O)[C@@H]12
[15] C(=N\Nc1nc2ccccc2[nH]1)/c1ccc2ncccc2c1
[16] CCOC(=O)Cn1nc(NC(=O)c2cc(OC)cc(OC)c2)cc1C
[17] Oc1ccc(Nc2ncnc3ccccc23)cc1
[18] CCc1cc(=O)oc2c3c(cc(OCC(=O)NCCCOC)c12)OC(C)(C)CC3
[19] CC(=O)N1c2ccc(S(=O)(=O)NCCc3ccc(Cl)cc3)cc2CC1C (stereo unspecified)
[20] COc1ccc(/C=C2\SC(=S)N(NS(=O)(=O)c3ccc(C)cc3)C2=O)c(OC)c1

Compound	11	12	13	14	15	16	17	18	19	20
Myeloid diff MLP GFP+ MAC1+ %	0.2	0.9	1.0	0.7	2.4*	0.7	0.1	0.3	0.2	3.9
Hep lipid drop	6	-5	41	-2	4	-6	1	6	-25	5
Hep lipid drop cells 6.5 µM	860	816	804	801	788	865	723	842	724	856
Myeloid diff MLP	i	i	i	i	+	i	i	i	i	i
UTI89 phage lysis	-0.2%	-1.3%[50 µM]	-1.0%[50 µM]	0.9%	0.6%	0.1%	-0.2%	0.0%	0.2%	0.2%

[21] COc1ccc(/C=C/C(=O)NC(=S)Nc2ccccc2)cc1OC
[22] Cc1cc(NC(=O)CCC(=O)N(CC(=O)NCC2CCCO2)c2ccc(Cl)c(Cl)c2)no1 (stereo unspecified)
[23] Cc1ccc(Cn2c(N3CCN(C)CC3)nc3c2c(=O)[nH]c(=O)n3C)cc1
[24] CCN(CC)CCNC(=O)C(Oc1ccccc1)Oc1ccccc1
[25] Cc1ccc(C(C(=O)NC2CCCCC2)N(C(=O)c2csnn2)c2ccccc2F)o1 (stereo unspecified)
[26] Cc1cccc(C(=O)NCC(=O)NC(C)CCc2ccccc2)c1 (stereo unspecified)
[27] O=C(NCc1ccccn1)c1ccc(OC2CCN(Cc3ccc(Cl)s3)CC2)cc1
[28] COc1ccc2c3c([nH]c2c1)C(C)N(CCC(=O)NN)CC3 (stereo unspecified)
[29] Cc1cc2c(cc1S(=O)(=O)Nc1cccc(C)c1C)OCC(=O)N2
[30] COc1cccc(C2C(C(N)=O)=C(C)Nc3nc(CCCO)nn32)c1 (stereo unspecified)

Compound	21	22	23	24	25	26	27	28	29	30
Myeloid diff MLP GFP+ MAC1+ %	0.5	3.2	0.7	0.4	0.4	0.0	1.4	0.9	0.6	0.9
Hep lipid drop	-14	-47	-2	-1	-20	-20	1	6	-17	-1
Hep lipid drop cells 6.5 µM	850	783	848	427	732	658	716	783	790	871
Myeloid diff MLP	i	i	i	i	i	i	i	i	i	i
UTI89 phage lysis	0.0%	1.2%	0.1%	-0.5%[50 µM]	-0.2%	-0.1%	-0.3%	0.2%	-1.2%	-1.7%[50 µM]

[31] CCS(=O)(=O)N1CCC(C(=O)Nc2ccc(C(C)=O)cc2)CC1
[32] COc1ccc(N(C)C(=O)CN(C)S(=O)(=O)c2ccc3c(c2)c(=O)n(C)c(=O)n3C)c(OC)c1
[33] O=[N+]([O-])/C=C1\C=CC=CN1Cc1ccc(Cl)cc1
[34] O=C(CC1CC2CCC1C2)NCCc1ccc(Cl)cc1 (stereo unspecified)
[35] COc1cc(NC(=O)C(=O)Nc2ccc3nc4n(c(=O)c3c2)CCCCC4)cc(OC)c1OC
[36] CCN1CCc2[nH]c3ccccc3c2C1
[37] CCc1ccc(NC(=O)CS(=O)CC(=O)Nc2ccc(-n3cnnn3)c(C)c2)cc1 (stereo unspecified)
[38] O=C(Nc1ccc(F)c(F)c1)C1CCCN(S(=O)(=O)c2cccc3nonc23)C1 (stereo unspecified)
[39] Cc1nonc1CC(=O)NC1CC(C)(C)Cc2c1cnn2-c1ccc(F)cc1 (stereo unspecified)
[40] CCOc1ccc(N2CC(C(=O)N3CC(C)OC(C)C3)CC2=O)cc1 (stereo unspecified)

Compound	31	32	33	34	35	36	37	38	39	40
Myeloid diff MLP GFP+ MAC1+ %	0.3	2.5	0.4	0.4	0.2	0.9	0.5	5.2*	4.7	0.4
Hep lipid drop	7	-6	20	-6	15	4	-44	-5	31	-2
Hep lipid drop cells 6.5 µM	843	670	672	775	666	826	755	815	715	800
Myeloid diff MLP	i	i	i	i	i	i	i	+	i	i
UTI89 phage lysis	0.1%	0.3%	0.1%	-1.3%	0.7%	-0.9%[50 µM]	1.2%	-0.1%	0.0%	0.0%

[41] Nc1nonc1-n1nnc(C(=O)N/N=C/c2ccccc2Cl)c1-c1ccc2c(c1)OCO2
[42] CC(C)c1nc(CNC(=O)CC2C(=O)NCCN2Cc2ccc(F)cc2Cl)cs1 (stereo unspecified)
[43] CC1CN(C(=O)CCC(=O)N2CCN(c3cccc(C(F)(F)F)c3)CC2)c2ccccc2O1 (stereo unspecified)
[44] COc1ccc(S(=O)(=O)Nc2ccccc2-c2nc3ccccc3[nH]c2=O)cc1
[45] COc1ccc(Cl)cc1NC(=S)NCCc1ccc(F)cc1
[46] CCn1c(O)c(N=NC(=O)CNC(=O)c2ccccc2F)c2ccccc21
[47] O=c1nc(/C=C/c2ccccc2C(F)(F)F)cc(C(F)(F)F)[nH]1
[48] CCCCC(=O)Nc1ccc(NCc2ccc(C)s2)cc1
[49] COc1ccc(S(=O)(=O)Nc2ccccc2C(=O)N2CCCC2)cc1C
[50] Cc1sc2nc(SCCO)n(-c3ccccc3)c(=O)c2c1C

Compound	41	42	43	44	45	46	47	48	49	50
Myeloid diff MLP GFP+ MAC1+ %	4.2	0.7	3.6	0.7	1.8	3.0	0.9	2.0	0.6	0.5
Hep lipid drop	-28	25	-11	2	-22	6	-12	-12	-25	-15
Hep lipid drop cells 6.5 µM	689	790	712	766	813	707	855	620	809	835
Myeloid diff MLP	i	i	i	i	i	i	i	i	i	i
UTI89 phage lysis	0.2%	0.0%	1.1%	0.4%	-0.3%	2.3%	-1.4%	0.7%[50 µM]	-0.3%	1.6%

# Full records, quoted from the list. Values in the order: Myeloid diff MLP GFP+ MAC1+ %, Hep lipid drop, Hep lipid drop cells 6.5 µM, Myeloid diff MLP, UTI89 phage lysis
# O=C(CC1CC2CCC1C2)NCCc1ccc(Cl)cc1 (stereo unspecified) across the screens: 0.4, -6, 775, i, -1.3%
# Cc1nonc1CC(=O)NC1CC(C)(C)Cc2c1cnn2-c1ccc(F)cc1 (stereo unspecified) across the screens: 4.7, 31, 715, i, 0.0%
# Cc1ccc(C(C(=O)NC2CCCCC2)N(C(=O)c2csnn2)c2ccccc2F)o1 (stereo unspecified) across the screens: 0.4, -20, 732, i, -0.2%
# CC1CN(C(=O)CCC(=O)N2CCN(c3cccc(C(F)(F)F)c3)CC2)c2ccccc2O1 (stereo unspecified) across the screens: 3.6, -11, 712, i, 1.1%
# CCOC(=O)Cn1nc(NC(=O)c2cc(OC)cc(OC)c2)cc1C across the screens: 0.7, -6, 865, i, 0.1%

# Next section.
[51] COc1ccc(NC(=O)[C@H](C)NC(=O)C2CCN(S(=O)(=O)c3ccc(C)cc3)CC2)cc1OC
[52] COc1cccc(OC)c1NC(=O)CN(C)S(=O)(=O)c1ccc2c(c1)OCCO2
[53] CC(C)CNC(=O)C(=O)NCC1OCCCN1S(=O)(=O)c1cccs1 (stereo unspecified)
[54] CCc1nnc(N/N=C\c2ccc(OC(C)=O)c(OC)c2)n1N
[55] COc1ccc(N2CCN(C(=O)COc3ccc4c(C)cc(=O)oc4c3C)CC2)cc1
[56] CCC(C)NC(=O)c1nn(Cc2ccccc2)c(=O)c2ccccc12 (stereo unspecified)
[57] C/C(=N/NC(=O)c1ccc(Br)s1)c1cccnc1
[58] CCCNC(=S)NNC(=O)c1cc(C2CC2)nc2ccccc12
[59] CC(NC(=O)CN(C)S(=O)(=O)c1ccc(Br)s1)c1ccccc1 (stereo unspecified)
[60] Cc1ccc(NC(=O)[C@H](NC(=O)[C@@H]2Cc3ccccc3CN2)c2ccccc2)c(C)c1

Compound	51	52	53	54	55	56	57	58	59	60
Myeloid diff MLP GFP+ MAC1+ %	1.6	0.3	1.7	0.8	5.9	3.2	0.0	1.0	0.4	0.4
Hep lipid drop	12	-5	-2	8	-22	4	-3	10	-1	13
Hep lipid drop cells 6.5 µM	787	764	848	798	743	809	842	853	825	720
Myeloid diff MLP	i	i	i	i	i	i	i	i	i	i
UTI89 phage lysis	0.1%	0.5%	2.1%[50 µM]	0.0%	0.2%	0.0%	0.0%	0.1%	0.0%	0.4%

[61] COc1ccc(CCNC(=O)[C@H](C)N2C(=O)N3CCc4c([nH]c5ccccc45)[C@@]3(C)C2=O)cc1OC
[62] COc1ccc(CC(NC(C)=O)C(=O)NC2CCN(C(=O)c3cccc(Cl)c3)CC2)cc1OC (stereo unspecified)
[63] O=C(CN1C(=O)COc2ccccc21)NC1CCCC1
[64] COc1ccc(C)cc1Nc1n[n+](-c2ccccc2)c(-c2cccc(Cl)c2Cl)s1
[65] O=C(NCCc1ccc(Cl)cc1)C12CC3CC(CC(O)(C3)C1)C2
[66] CCOC(=O)c1c(S(=O)(=O)Nc2ccccc2OCC)c(C)n(C)c1C
[67] COc1ccc(NC(=O)C(NS(=O)(=O)c2cccs2)C(C)C)cc1Cl (stereo unspecified)
[68] Cc1csc(C(=O)NCC(=O)NNC(=O)c2cccc(Cl)c2)c1
[69] COc1cc(/C=C/C(=O)O)cc(S(=O)(=O)Nc2cccc(S(=O)(=O)N3CCOCC3)c2)c1OC
[70] O=C(CN1CCN(c2ccccc2F)CC1)N1CCc2ccccc21

Compound	61	62	63	64	65	66	67	68	69	70
Myeloid diff MLP GFP+ MAC1+ %	2.4	0.3	0.4	1.8	0.5	0.0	0.5	1.1	0.8	1.1
Hep lipid drop	87*	0	-12	-5	-2	-17	-34	21	0	-1
Hep lipid drop cells 6.5 µM	822*	756	801	778	659	779	596	826	640	840
Myeloid diff MLP	i	i	i	i	i	i	i	i	i	i
UTI89 phage lysis	7.5%	-0.2%	-0.6%	0.4%	0.0%	0.2%	0.1%	1.1%[50 µM]	2.4%	0.3%

[71] O=C(O)c1cc(-c2cccc3ccccc23)nc2ccccc12
[72] CC(C)Cc1ccc(CN2CCCC(NC(=O)c3ccoc3)C2)cc1 (stereo unspecified)
[73] CCN(CC)C(=O)CSc1nc2c(sc(=S)n2-c2ccccc2)c(=O)n1-c1ccc(OC)c(OC)c1
[74] O=C(Cn1cccn1)N1CCCC(N2CCN(Cc3ccc4c(c3)OCO4)CC2)C1 (stereo unspecified)
[75] CC(C)n1cc(CN2CCC(C(=O)Nc3ccc(Oc4ccccc4F)cc3)CC2)cn1
[76] CCOC(=O)C1(CCCc2ccccc2)CCN(C(=O)c2cc(C)nn2CC)CC1
[77] O=C(c1ncc[nH]1)c1ccccc1Cl
[78] COC(=O)c1cc(S(=O)(=O)N2CCCC(C)C2)cn1C (stereo unspecified)
[79] Cc1ccc(C(C)C)c(OCC(O)CNC2CCCC2)c1 (stereo unspecified)

Compound	71	72	73	74	75	76	77	78	79
Myeloid diff MLP GFP+ MAC1+ %	0.9	2.3	0.7	7.5	2.8	1.6	0.7	1.2	0.8
Hep lipid drop	-6	-15	-24	-4	-28	-20	0	6	14
Hep lipid drop cells 6.5 µM	792	833	771	729	725	737	734	706	813
Myeloid diff MLP	i	i	i	i	i	i	i	i	i
UTI89 phage lysis	-0.1%	0.1%	0.0%	0.5%	5.1%	-0.2%	-0.1%	-6.0%	0.9%

# High-throughput results as filed in PubChem BioAssay.
